Compound activity (PubChem BioAssay)
Tb PGK inh: qHTS Assay to Find Inhibitors of Phosphoglycerate Kinase. hit rate 0.043% among 380,000. PGK/GAPDH coupled, Kinase-Glo luminescence, 60 min. Potency, µM (doses to about 57.5 µM), without a hit: at the top dose activity change, negative = inhibition, hits mostly inhibitors; note: potency is the fitted concentration of half-maximal effect; % is set by controls: 0 for no effect and ±100 for the full control effect; nearly all actives have a fitted effect of over 60% in size
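Recombinant glycosomal PGK reaction used 1,3-bisphosphoglycerate generated in-well by GAPDH (100nM final) in 100mM TEA pH 7.6, 5mM MgCl2, 0.01% Tween-20. After 60 minutes at room temperature, ATP was read by Kinase-Glo Plus luminescence end-point.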
RXFP1 antag: qHTS Assay for Antagonists of the Relaxin Receptor RXFP1; Relaxin receptor 1 (Homo sapiens), Q9HBX9; hit rate 0.59% among 350,000; HEK293-RXFP1, relaxin-stimulated cAMP HTRF, 30 min; stronger effect = lower value; activity change, negative = inhibition, % at 57.5 µM; AID 1259400, 2018;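 active = activity change of -60% or lower, but not beyond a set lower limit; inconclusive = change between -60% and -40%, or beyond the set limit; inactive = change above -40%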; note: % is set by controls: 0 for no effect and ±100 for the full control effect
Pol eta inh: qHTS for Inhibitors of Polymerase Eta; hit rate 1.2% among 390,000; recombinant Pol eta, fluorescent DNA replication assay; Potency, µM (series often up to 114 µM), for the others: top-dose activity change, negative = inhibition, actives largely listed as inhibitors; AID 588591, 2011; DNA polymerase eta (Homo sapiens), Q9Y253; note: potency is the fitted concentration of half-maximal effect; % is set by controls: 0 for no effect and ±100 for the full control effect
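Pol eta (10 nM) was preincubated with compounds for 15 min at room temperature, after which fluorescent replication substrate (50 nM final) was added to start the reaction. Fluorescence was read kinetically at 0 and 10 min.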
POLI inh: qHTS for Inhibitors of Polymerase Iota; hit rate 1% among 390,000; Pol iota fluorescent replication assay, 10 min; Potency, µM (top dose mostly 115 µM), for inactives: at the top dose activity, negative = inhibition, most hits filed as inhibitors; DNA polymerase iota (Homo sapiens), Q9UNA4; note: potency is the fitted concentration of half-maximal effect
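Pol iota at 10 nM preincubated 15 min with compounds at room temperature; reaction started with fluorescent substrate, 50 nM final. Fluorescence read kinetically at 0 and 10 min; buffer-only wells as negative control.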
Apoferritin bind: qHTS Assay for Identification of Novel General Anesthetics; apoferritin/1-aminoanthracene competitive binding, fluorescence; Potency, µM (highest dose often 77.5 µM), without a hit: at the highest dose activity change, negative = displacement, most hits filed as inhibitors; hit rate 0.074% among 350,000; note: potency is the fitted concentration of half-maximal effect; % is set by controls: 0 for no effect and ±100 for the full control effect; nearly all actives have a fitted effect of over 20% in size
Target sequence (P02791 2-175 limits assumed): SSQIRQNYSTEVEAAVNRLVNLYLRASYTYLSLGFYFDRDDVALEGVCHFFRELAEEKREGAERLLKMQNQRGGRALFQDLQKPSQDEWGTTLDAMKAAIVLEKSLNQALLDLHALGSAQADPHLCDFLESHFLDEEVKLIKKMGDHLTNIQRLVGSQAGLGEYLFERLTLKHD
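Steps: apoferritin (10 uM) was premixed with half-saturated 1-AMA in PBS, compounds were pin-transferred, plates stood 10 min at room temperature, fluorescence was read at 380/535 nm, and curves were fitted with a Hill equation.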
POLK inh: qHTS for Inhibitors of Polymerase Kappa; hit rate 0.53% among 400,000; Potency, µM (titrated, usually from 107 µM), without a hit: at the top dose activity, negative = inhibition, actives largely listed as inhibitors; purified Pol kappa, fluorescent DNA synthesis assay, 10 min; DNA polymerase kappa (Homo sapiens), Q9UBT6; note: potency is the fitted concentration of half-maximal effect; % is set by controls: 0 for no effect and ±100 for the full control effect
Target sequence (Q9UBT6 whole entry, looked up): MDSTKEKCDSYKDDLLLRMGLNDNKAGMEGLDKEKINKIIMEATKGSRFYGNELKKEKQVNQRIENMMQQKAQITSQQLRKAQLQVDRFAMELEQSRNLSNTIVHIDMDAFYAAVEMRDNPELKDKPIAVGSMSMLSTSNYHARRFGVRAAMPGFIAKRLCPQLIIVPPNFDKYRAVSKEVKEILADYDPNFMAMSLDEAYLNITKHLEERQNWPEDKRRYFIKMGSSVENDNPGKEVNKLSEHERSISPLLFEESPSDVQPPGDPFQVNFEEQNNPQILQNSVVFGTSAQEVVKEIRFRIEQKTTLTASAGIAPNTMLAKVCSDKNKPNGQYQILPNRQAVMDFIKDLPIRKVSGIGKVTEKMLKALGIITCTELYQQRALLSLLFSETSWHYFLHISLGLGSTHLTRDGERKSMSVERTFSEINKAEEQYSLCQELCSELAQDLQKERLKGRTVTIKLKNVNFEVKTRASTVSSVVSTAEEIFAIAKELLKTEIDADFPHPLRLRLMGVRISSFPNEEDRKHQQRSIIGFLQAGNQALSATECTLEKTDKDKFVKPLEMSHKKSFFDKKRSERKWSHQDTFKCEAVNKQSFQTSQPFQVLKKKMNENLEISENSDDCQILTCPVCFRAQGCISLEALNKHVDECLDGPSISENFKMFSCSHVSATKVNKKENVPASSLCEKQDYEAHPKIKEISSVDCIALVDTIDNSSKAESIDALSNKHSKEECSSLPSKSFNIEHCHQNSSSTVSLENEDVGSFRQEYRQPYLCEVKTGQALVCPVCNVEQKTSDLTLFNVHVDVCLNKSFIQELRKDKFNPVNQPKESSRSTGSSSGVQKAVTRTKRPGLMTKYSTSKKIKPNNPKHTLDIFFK
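Inhibition of 10 nM Pol kappa is measured by a fluorescent read-out at 0 and 10 min following addition of 50 nM substrate (final), with a 15-min room-temperature compound preincubation.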
APEX1 inh: qHTS Assay for Inhibitors of the Human Apurinic/apyrimidinic Endonuclease 1 (APE1); recombinant APE1, TAMRA/BHQ-2 abasic DNA cleavage fluorescence; DNA repair nuclease/redox regulator APEX1 (Homo sapiens), P27695; Potency, µM (highest dose often 65.8 µM), for the others: at the top dose activity change, negative = inhibition, hits mostly inhibitors; hit rate 0.35% among 350,000; AID 2517, 2012;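 note: potency is the fitted concentration of half-maximal effect; plate controls were vehicle for no effect and reference inhibitor for full effect; nearly all actives have a fitted effect of over 55% in size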
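Readout is kinetic fluorescence (ex 525, em 598 nm) from cleavage of 50 nM TAMRA/BHQ-2 THF abasic duplex by 0.75 nM APE1, compound added 15 min beforehand at RT.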
BLM helicase inh: qHTS Assay for Inhibitors of Bloom's syndrome helicase (BLM); RecQ-like DNA helicase BLM (Homo sapiens), P54132; Potency, µM (titrated, usually from 56.1 µM), inactives show top-dose activity change, negative = inhibition, actives largely listed as inhibitors; AID 2528, 2010; hit rate 0.2% among 350,000; recombinant BLM DNA unwinding, fluorescence dequenching;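 note: potency is the fitted concentration of half-maximal effect; plate controls were vehicle for no effect and no enzyme for full effect; nearly all actives have a fitted effect of over 35% in size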
Pol beta inh: qHTS Assay for Inhibitors of DNA Polymerase Beta; AID 485314, 2010; P06746; Potency, µM (top dose mostly 114 µM), inactives show at the highest dose activity change, negative = inhibition, actives largely listed as inhibitors; hit rate 1.3% among 340,000; Pol beta primer extension/strand displacement, fluorescence kinetic; note: potency is the fitted concentration of half-maximal effect; % is set by controls: 0 for no effect and ±100 for the full control effect
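Reaction started by 50 nM substrate onto compound-treated Pol beta (10 nM, 15 min preincubation, room temperature); plates read at 0 min and 10 min. Normalized concentration-effect data fitted by four-parameter Hill equation.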
An asterisk follows results filed as active; i = inactive; ? = inconclusive; nt = not tested or not shown; & = joins results of further samples; [ ] = remark or other dose. Unless noted, calls come from the whole dose curve; as a rule, active = well fitted curve in the direction sought with a large enough effect; inconclusive = small, poorly fitted or top-dose-only effect, or another doubt; inactive = no such curve, though single readings can be large; an effect the other way counts as inactive or inconclusive.

Every second line gives: Tb PGK inh | RXFP1 antag | Pol eta inh | POLI inh | Apoferritin bind | POLK inh | APEX1 inh | BLM helicase inh | Pol beta inh
(1) CCN(C[C@H]1N[C@@](CC)(C(=O)OC)[C@H]2C(=O)N(C)C(=O)[C@@H]12)C(=O)c1ccc(F)cc1
 : -1% | nt | -16% | -19% | nt | -4% | -6% | nt | nt
(2) Cc1ccc2nc(NC(=O)CSc3cc(C)[nH]c(=O)n3)sc2c1
 : -2% | nt | -5% | 18% | -6% | 1%[60.1 µM] | nt | -4% | ?
(3) COc1ccc(CCNc2ncnc3c2c(C)c(C)n3CCO)cc1OC
 : nt | 5 | -15% | 20% | -3% | -9% | 18% | -2% | 31%
(4) COc1ccc(Nc2nc(NCCO)nc(N3CCCC3)n2)cc1
 : 7% | nt | -23% | 31%[activator] | nt | -1% | nt | nt | nt
(5) CCOCCn1c(N2CCN(c3ccccc3)CC2)nc2c1c(=O)[nH]c(=O)n2C
 : -3% | 5 | -17% | 43%[activator] | -5% | 0% | 5% | -9% | 2%
(6) CCOC(=O)c1c(CN2CCN(C)CC2)oc2ccc(OC)cc12
 : -6% | -1 | 11% | 4% | -9% | -12% | -2% | -2% | -3%
(7) Cc1nnc(SCC(=O)NCCN2C(=O)CSC2=O)n1-c1ccccc1
 : i | 1 | -2% | 20% | -4% | 5% | 8% | -2% | 25%
(8) C[C@H](CO)N1C[C@H](C)[C@@H](CN(C)C(=O)Nc2ccc(C(F)(F)F)cc2)Oc2c(NS(=O)(=O)c3ccc(F)cc3)cccc2C1=O
 : 0% | nt | -12% | 2% | nt | -6% | -8% | nt | nt
(9) Cn1c(=O)[nH]c(=O)c2c1nc([N+](=O)[O-])n2Cc1ccccc1
 : 2% | ? | -9% | ? | -10% | -2% | -8% | 3% | ?
(10) O=C(O)c1cc(-c2ccc(/C=C3/SC(=S)N(Cc4ccccc4)C3=O)o2)ccc1Cl
 : -20% | -27 | 10µM* | 13µM* | -1% | 79µM* | ? | -8% | 16µM*
(11) COc1ccc2cc(CCNS(=O)(=O)c3ccc(NC(C)=O)cc3)c(=O)[nH]c2c1
 : i | 3 | -4% | 113%[activator] | 1% | -1% | 24% | 2% | 23%
(12) O=C(COC(=O)/C=C/c1ccc(F)cc1)Nc1cccc(S(=O)(=O)N2CCCC2)c1
 : -3% | -6 | -22% | 17% | ? | -1% | -7% | -8% | 22%
(13) Cc1ccc(NC(=O)COC(=O)CCOc2ccccc2C)cc1
 : -2% | -20 | -26% | 66%[activator] | ? | -4% | 6% | -2% | 6%
(14) COc1ccc(NC(=O)CN(C)C(=O)CCCc2nc3ccccc3s2)cc1
 : 5% | -5 | -20% | 17% | nt | 0% | 1% | nt | nt
(15) Cc1cccc(C(=O)O/N=C2/CC3CCC2(C)C3(C)C)c1 (stereo not given)
 : nt | -18 | -15% | ? | ? | -9% | -1% | -2% | 4%
(16) CCCc1ccc(-c2cc(C(=O)NN3CCOCC3)c3ccccc3n2)cc1
 : -2% | 0 | -13% | 11% | -19% | -9% | 9% | -5% | 12%
(17) CCCCN(CC)CCNC(=O)CNC(=O)Cn1ccc2ccccc2c1=O
 : -19% | 4 | -6% | 22% | -4% | 1% | 0% | 0% | 5%
(18) CCC(NC(=O)c1ccc([N+](=O)[O-])cc1[N+](=O)[O-])c1ccccc1 (stereo not given)
 : -3% | 9 | -3% | -6% | -17% | -8% | 1% | -2% | 42%
(19) O=c1nc(/C=C/c2cc([N+](=O)[O-])ccc2Cl)cc(C(F)(F)F)[nH]1
 : i | -14 | 22µM* | ? | -2% | 12% | -2% | 0% | 6%
(20) Cc1ccc(CNS(=O)(=O)c2ccc3c(c2)NC(=O)CS3)cc1
 : -4% | 9 | -6% | 26% | -12% | 7% | 73%[activator] | 1% | 3%
(21) COc1ccc(CCNC(=O)CCn2c(=O)c3ccccc3n(CC(=O)NCC3CCCO3)c2=O)cc1OC (stereo not given)
 : -4% | 5 | -5% | -19% | -7% | 2% | 2% | 1% | 18%
(22) Cc1ccc(S(=O)(=O)c2cc3ccccc3oc2=Nc2ccc3c(c2)OCCO3)cc1
 : -10% | 0 | -7% | 19% | -6% | 1% | 8% | -4% | 45%
(23) Cc1ccc(/C=C/C(=O)OCC(=O)Nc2cccnc2Cl)o1
 : -4% | -4 | -3% | 6% | nt | 0% | 9% | nt | nt
(24) CCOC(=O)Cc1csc(NC(=O)c2ccc(S(=O)(=O)N3CCCCC3)cc2)n1
 : 2% | -13 | -12% | 17% | ? | -5% | -2% | -5% | ?
(25) C[C@H](CO)N1C[C@H](C)[C@@H](CN(C)C(=O)Nc2ccc(C(F)(F)F)cc2)Oc2c(NC(=O)Nc3ccc4c(c3)OCO4)cccc2C1=O
 : -5% | nt | -12% | -7% | nt | -8% | 4% | nt | nt
(26) COc1ccc(CN2CCC(CO)(CCOc3ccccc3)CC2)c(OC)c1C
 : 10% | -22 | -4% | 55%[activator] | -14% | -8% | 13% | 4% | 4%
(27) O=C(COC(=O)c1cccnc1Nc1cccc(C(F)(F)F)c1)NC1CCS(=O)(=O)C1 (stereo not given)
 : -2% | -1 | -10% | 12% | 8% | -16% | 2% | -1% | 0%
(28) O=c1c2ccccc2oc2nc(-c3ccco3)n(Cc3ccccc3)c(=O)c12
 : -10% | -5 | 3% | 14% | -17% | -21% | 1% | -4% | 0%
(29) COc1cc(C(C)=O)ccc1OCC(O)CN1CCN(c2ccc(C)cc2C)CC1 (stereo not given)
 : 0% | -17 | -15% | 44%[activator] | ? | -6% | 44% | -5% | 6%
(30) COc1ccc(C2C=C(C)Nc3nc(SC)nn32)cc1 (stereo not given)
 : 5% | 8 | -12% | 6% | -1% | -4% | -1% | -14% | -1%
(31) Clc1ccc(/C=N/Nc2nnc(Cl)c3ccccc23)cc1
 : 5%[11.5 µM] | -1 | 2% | 12% | 7% | -6% | -10% | 0% | 10%
(32) CCC(=O)N1CCc2cc(S(=O)(=O)CCC(=O)Nc3ccc(OC)c(OC)c3)ccc21
 : 2% | -7 | -9% | 48%[activator] | -3% | 8% | 17% | -2% | -13%
(33) Cc1cccn2c(=O)c3cc(C(=O)NCCN4CCOCC4)c(=N)n(Cc4cccnc4)c3nc12
 : 6% | 6 | 4% | 19% | ? | -4% | 11% | -6% | -16%
(34) O=C(NCCS(=O)(=O)N1CCN(c2ccccc2F)CC1)c1cc(=O)c2ccccc2o1
 : 7%&9% | -10&0 | -8%&-14% | 21%&18% | 2%&-8% | 5% | 0% | -2%&2% | 1%&12%
(35) CCOC(=O)Cc1c(C)[nH]n(-c2ccccc2)c1=O
 : 6% | -3 | -6% | 42%[activator] | -4% | -12% | 2% | -2% | -3%
(36) CCOC(=O)COc1nc(OC)nc(N2CCOCC2)n1
 : -4% | -8 | -6% | 59%[activator] | 9% | -18% | 1% | -3% | ?
(37) COc1cc(/C=C(\NC(=O)c2ccccc2)C(=O)NCC(=O)O)c([N+](=O)[O-])cc1OC
 : -6% | -5 | -5% | -10% | -5% | -8% | 6% | -10% | -29%
(38) CCOc1ncccc1C(=O)NCC(c1ccco1)N1CCCCC1 (stereo not given)
 : 0% | -8 | -12% | 30% | nt | -10% | -4% | nt | nt
(39) COc1ccc(/C=C2/SC(=S)N(CC(=O)O)C2=O)cc1OCc1ccc(Cl)cc1
 : -25% | 5 | ? | -1% | -20% | -4% | -27% | -10% | ?
(40) CN(C)C1(CNC(=O)CC(NC(=O)c2ccccc2Cl)c2ccccc2)CCCCC1 (stereo not given)
 : 0% | 15 | -13% | 44%[activator] | -4% | -10% | 40%[activator] | 0% | 36%
(41) CC1CCN(C(=O)Cn2nnc(-c3cccs3)n2)CC1
 : -4% | -2 | -8% | 23% | -15% | 5% | 4% | -5% | -17%
(42) CN1CCC(=NNC(=O)CSCc2ccccc2)CC1
 : nt | -1 | 1% | ? | ? | -2% | 6% | -1% | 14%
(43) O=C(NCC1COc2ccccc2O1)C1CCC(CNc2c(N3CCCCC3)c(=O)c2=O)CC1 (stereo not given)
 : -3% | nt | -18% | 33%[activator] | -3% | -7% | -4% | 2% | 28%
(44) O=C(CC1CCCC1)Nc1nnc(C2CC2)s1
 : 4% | -12 | 8% | 11% | -20% | -11% | 2% | -2% | 0%
(45) COc1ccc(N2CCN(C(=O)CN3CCSc4ccccc43)CC2)cc1
 : 10% | nt | -20% | 13% | 5% | -12%[60.1 µM] | nt | -2% | -2%
(46) CN(C[C@H](Cc1ccccc1)N(C[C@H](Cc1cccc2ccccc12)N(CCc1ccccc1)N=O)N=O)N=O
 : -7% | nt | ? | ? | -9% | -22% | -6% | -11% | ?
(47) Cc1ccc(S(=O)(=O)n2[nH]c(=O)cc2N)cc1
 : -10% | nt | -10% | ? | -4% | -2% | 2% | -3% | ?
(48) O=C(CSc1nnc(-c2ccncc2)n1CC1CCCO1)NCc1ccccc1 (stereo not given)
 : -2% | -6 | -7% | 1% | 3% | -13% | 1% | 0% | ?
(49) COc1ccccc1C(=O)O/N=C(\N)c1ccccn1
 : -13% | -25 | -14% | 36% | -2% | -13% | -2% | 2% | 3%
(50) Cc1ccc(Cn2nc(C)c(NC(=O)c3cc(-c4ccco4)on3)c2C)cc1
 : -12% | 6 | 2% | -7% | -20% | -21% | 9% | -4% | -24%
(51) O=C(c1cccc(S(=O)(=O)N2CCOCC2)c1)N1CCCC1
 : -2% | -4 | 13% | 19% | -6% | -5% | -4% | -5% | 3%
(52) O=C(NCCN1CCCC(O)C1)c1cc(COc2ccc(F)cc2Cl)on1 (stereo not given)
 : -9% | -7 | -18% | 29% | -13% | -3% | 14% | 2% | -7%

These rows are one share of the data; the hit share may differ from the screen's.
